CAL PDZ FP-1 – CAL PDZ peptide-binding inhibitors, primary screen, biochemical, fluorescence polarization, Cer-tagged CAL PDZ, HTS. AID 504414, 2011. Golgi-associated PDZ and coiled-coil motif-containing protein (Homo sapiens), Q9HD26. 0.02% of 330,000 active. inhibition, % at 20 µM. purified CAL PDZ, TMR-peptide fluorescence polarization, 1 h;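 active = highest replicate inhibition of at least 40%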;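 also: plate controls were DMSO neutral control wells for no effect and unlabeled competitor peptide control wells for full effect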
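Material: tagged CAL PDZ domain; buffer or medium: 25 mM sodium phosphate pH 7.4, 150 mM NaCl, TCEP, IgG, Thesit; compound dosing: single point, 20 µM; schedule: 1 h incubation at room temperature before polarization reading; measured by: FP readout, S and P plane fluorescence; read-out basis: percent inhibition from loss of millipolarization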
MITF act – activators of MITF-driven TRPM1 promoter reporter, primary screen, cell-based, SK-MEL-5, luciferase, single point | SK-MEL-5 TRPM1-promoter luciferase, 24 h; % of positive control, neutral wells = 0 | activation, % at 12.5 µM | AID 588334, 2011 | 0.75% of 300,000 active;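 active = mean activation of at least 80% with every replicate also reaching 80%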;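 also: 0% = neutral control wells and 100% = parthenolide positive control wells; values of inactives mirror those of a sister screen read the other way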
Wnt act – Wnt/beta-catenin pathway activators, primary screen, cell-based, plate reader, single point; Wnt/beta-catenin reporter cell assay, activator; 1.2% of 300,000 active; activation, % at 9.35 µM; in the data active = activation above about 30%, passing the limit was not always enough;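 also: 0% = neutral control wells and 100% = positive control wells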
RTF Ca sens act – cardiac RTF calcium sensitivity activators, primary screen, biochemical, IANBD-TnC fluorescence, EC20 calcium; Troponin I, cardiac muscle (Homo sapiens) + Troponin T, cardiac muscle (Homo sapiens) + …; 0.24% of 340,000 active; IANBD-labeled TnC RTF fluorescence at EC20 calcium; 0% EC20 calcium, 100% full calcium; activation, % at 7.2 µM;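 active = activation above the mean over all tested compounds plus 3 SD, cut at about 30% in these data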;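 also: rise in fluorescence read as greater calcium sensitivity of cardiac thin filaments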
CAL PDZ FP-2 – untagged CAL PDZ binding inhibitors, primary screen, biochemical, fluorescence polarization, HTS; AID 602252, 2012; Golgi-associated PDZ and coiled-coil motif-containing protein (Homo sapiens), Q9HD26; 0.92% of 300,000 active; purified CAL PDZ, TMR-peptide fluorescence polarization, 1 h; inhibition, % at 24.9 µM;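 active = mean inhibition of at least 30% with at least half of replicates also reaching 30%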;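 also: 0% = DMSO neutral control and 100% = excess unlabeled competitor peptide PRC23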
V-ATPase pH – regulators of yeast V-ATPase proton pumping, primary screen, pHLuorin cytosolic pH fluorescence; S. cerevisiae; response, % at 10 µM; 0.37% of 350,000 active; in the data active = response mostly above about 7.3%, no sharp cut-off; inactive = mostly below about 5.4%; also: actives read high; inactives centre near 0; some compounds called inactive have numbers as strong as hits; reference of the scale not given here
Rtt109 HAT inh – inhibitors of C. albicans Rtt109/Vps75 HAT, primary screen, biochemical, ThioGlo CoA-SH fluorescence, plate reader | Histone acetyltransferase RTT109 (Candida albicans (strain SC5314 / ATCC MYA-2876)), … | purified Rtt109/Vps75, 4 h | inhibition, % at 34.9 µM | 0.16% of 330,000 active | AID 540336, 2011;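 active = inhibition of at least 50% in every replicate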
Target sequence (Q5AAJ8 whole entry, looked up): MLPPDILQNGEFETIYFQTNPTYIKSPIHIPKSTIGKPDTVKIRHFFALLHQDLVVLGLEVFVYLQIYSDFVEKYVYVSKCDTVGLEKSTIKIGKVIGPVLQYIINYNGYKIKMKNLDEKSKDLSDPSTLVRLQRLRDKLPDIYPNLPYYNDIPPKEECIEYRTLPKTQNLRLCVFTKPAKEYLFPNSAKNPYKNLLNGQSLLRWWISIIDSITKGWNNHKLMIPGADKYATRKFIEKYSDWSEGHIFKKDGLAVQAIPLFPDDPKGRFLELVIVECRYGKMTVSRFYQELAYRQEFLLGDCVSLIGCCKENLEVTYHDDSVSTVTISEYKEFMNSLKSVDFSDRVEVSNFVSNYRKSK
CDK5 inh – inhibitors of human CDK5/p35 kinase, primary screen, biochemical, single concentration; 0.01% of 330,000 active; Recombinant CDK5/p35, ADP-Glo luminescence, 60 min; inhibition, % at 10 µM; Cyclin-dependent kinase 5 (Homo sapiens) + Cyclin-dependent kinase 5 activator 1 (Homo …;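 active = highest replicate inhibition of at least 50% and at least 75% of replicates reaching 50%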;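 also: plate controls were DMSO neutral control for no effect and GW8510 at 10 µM for full effect; many of its hits are not listed in these tables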
Target sequence (Q00535 whole entry, looked up): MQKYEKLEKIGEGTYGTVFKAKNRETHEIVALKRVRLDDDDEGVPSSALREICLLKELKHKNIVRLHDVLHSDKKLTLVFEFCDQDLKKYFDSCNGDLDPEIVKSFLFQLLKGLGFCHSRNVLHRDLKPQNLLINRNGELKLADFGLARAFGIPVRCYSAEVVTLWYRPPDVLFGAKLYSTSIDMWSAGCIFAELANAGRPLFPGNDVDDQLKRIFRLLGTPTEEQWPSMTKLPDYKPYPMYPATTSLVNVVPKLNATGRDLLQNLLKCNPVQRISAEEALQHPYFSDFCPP
Target sequence (Q15078 whole entry, looked up): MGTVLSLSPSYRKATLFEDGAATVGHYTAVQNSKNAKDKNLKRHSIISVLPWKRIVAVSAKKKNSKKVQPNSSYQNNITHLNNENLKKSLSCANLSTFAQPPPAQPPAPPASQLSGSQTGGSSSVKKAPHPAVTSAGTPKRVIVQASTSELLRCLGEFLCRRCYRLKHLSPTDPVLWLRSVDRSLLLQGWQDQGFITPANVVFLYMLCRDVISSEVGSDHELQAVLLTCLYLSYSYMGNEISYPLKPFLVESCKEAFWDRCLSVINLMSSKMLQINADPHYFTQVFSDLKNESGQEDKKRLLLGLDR
Tat transport – E. coli Tat export inhibitors, primary screen, MC4100, TorA-mCherry reporter, fluorescence, single point | inhibition, % at 10 µM | 0.036% of 340,000 active | AID 488895, 2010;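 active = mean replicate inhibition at least 50% and at least half of replicates individually reaching 50%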;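 also: exported cargo escapes ClpAP degradation while cytoplasmic cargo is degraded and loses fluorescence; 0% = median of neutral control wells and 100% = median of NaSCN control wells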
dFosB act – activators of delta FosB homodimer, primary screen, biochemical, fluorescence polarization, TAMRA-CDK5 oligo, single point. activation, % at 25 µM. purified delta FosB; percent of positive-control signal above neutral wells. 0.99% of 340,000 active. Protein FosB (Mus musculus), P13346;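 active = mean activation above about 17%, with every replicate also reaching it, limit read from the data, passing the limit was not always enough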;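 also: fluorescence polarization rise as delta FosB binds a TAMRA Cdk5 AP-1 oligo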
Starred values were filed as active, the others as inactive; · = no result given.

SMILES | CAL PDZ FP-1 | MITF act | Wnt act | RTF Ca sens act | CAL PDZ FP-2 | V-ATPase pH | Rtt109 HAT inh | CDK5 inh | Tat transport | dFosB act
CN(C)C(=O)N1CCN(C(=O)N2CCOCC2)CC1 | -2.0 | 2 | · | -3 | -7 | 4 | -3 | -1.4 | -1 | -11
Cc1ccccc1OCC(=O)Nc1ccc(N2CCN(C(=O)c3ccco3)CC2)cc1 | -0.5 | 0 | 1 | -4 | -6 | 1 | 4 | -0.3 | -5 | -5
CCN1CCN(C(=S)c2ccc([N+](=O)[O-])cc2)CC1 | 0.0 | -1 | -1 | 0 | -2 | -1 | 3 | 0.9 | -7 | -2
CCOC(=O)C1CCN(C(=O)/C=C/c2ccccc2OC)CC1 | · | -15 | 1 | -4 | 10 | 4 | 23 | 0.9 | 3 | -8
COc1ccc(S(=O)(=O)N2CCC(C(=O)NN3CCCCC3)CC2)cc1OC | -0.6 | -4 | 3 | 0 | -5 | -1 | -11 | 0.7 | 6 | 1
CN(c1ccccc1C(=O)N1CCOCC1)S(C)(=O)=O | -0.2 | 4 | 0 | -3 | -4 | -6 | -7 | -0.7 | 8 | -1
COC(=O)c1ccc(NC(=O)C2CCCO2)cc1 (stereo not given) | -0.7 | 20 | 3 | -3 | -6 | 0 | -16 | -0.6 | -3 | 3
CCCCS(=O)(=O)Nc1ccc2cn[nH]c2c1 | -1.6 | -25 | -1 | 0 | -3 | 0 | 4 | 0.3 | 2 | -9
CCOC(=O)/C(C#N)=C1/C=Nc2ccccc2N1 | -1.7 | 23 | · | 3 | -2 | 0 | 1 | -0.7 | -5 | 1
Cc1nc(SCC(=O)Nc2ccc(OCc3ccccc3)cc2)n[nH]1 | -0.9 | 17 | 6 | 1 | · | -1 | -4 | -1.0 | 1 | -7
COc1cccc(CNC(=O)C(=O)NCC2CCCN2S(=O)(=O)c2cc(C)ccc2C)c1 (stereo not given) | -2.3 | 3 | -2 | -1 | -4 | -2 | 10 | -0.3 | 7 | -7
OCCNc1nc(-c2ccccc2)c2cc(Cl)ccc2n1 | -0.5 | -5 | -2 | -3 | 20 | 0 | -295 | -2.0 | -3 | -14
COc1cccc(NC(=O)C2C3C=CC(O3)C2C(=O)NCc2cccnc2)c1 (stereo not given) | 1.0 | · | · | 2 | 4 | -3 | 7 | 1.1 | 1 | 8
Oc1c(Br)cc(Cl)cc1C=Nc1ccccc1Br | -1.2 | -9 | 2 | 1 | -6 | -8 | -11 | -1.1 | -5 | -2
CCCCC1=CC2=CC(=O)C(C)(OC(=O)CC)C(=O)C2=CN1c1cccc(C#N)c1 (stereo not given) | -3.0 | -1 | -5 | 14 | 0 | 6 | 5 | -1.8 | 8 | -4
CCN(C(=O)CSc1ncn[nH]1)c1cccc2ccccc12 | -2.0 | 6 | · | 5 | -2 | -1 | 1 | -1.2 | 4 | 4
Cc1ccccc1C(=O)OCC(=O)Nc1cccc(S(=O)(=O)NC2=NCCC2)c1 | -1.4 | 8 | -1 | 2 | -7 | 4 | 15 | -1.4 | -1 | -14
CC1(c2ccccc2)NC(=O)N(NC(=O)CSc2n[nH]c(N)n2)C1=O (stereo not given) | -0.4 | 0 | 3 | 6 | 1 | -3 | 1 | -0.3 | -1 | 4
CC(=O)Nc1ccc(NC(=O)COc2ccccc2C(=O)Nc2cccc(Cl)c2Cl)cc1 | -1.5 | -37 | -19 | 0 | -6 | 1 | -6 | -1.3 | 0 | 26*
O=C(COc1ccc(S(=O)(=O)N2CCc3ccccc32)cc1Cl)NCc1ccccn1 | -3.0 | -22 | · | 2 | -2 | -1 | 5 | 1.7 | 2 | -10
CCN=C1S/C(=C\c2sccc2C)C(=O)N1CC | -3.8 | 24 | -2 | -3 | 0 | -1 | 9 | 0.2 | -6 | -9
Cc1ccc(C)c(COC(=O)c2cccc(S(=O)(=O)N3CCCC3)c2)c1 | 0.0 | 8 | -3 | 1 | -3 | -1 | 6 | 1.5 | 22 | -4
O=C1CCCC2=C1C(c1ccncc1)c1c(nc(SCc3ccccc3)[nH]c1=O)N2 (stereo not given) | -6.3 | -8 | · | 4 | 0 | 1 | -7 | 1.1 | 7 | -1
CC(=O)Nc1ccc(N=NC2C(=O)N(C(N)=S)N=C2C)cc1 (stereo not given) | 9.9 | 5 | 1 | 3 | 1 | 0 | 3 | 1.1 | 5 | -7
Cc1ccc(/C=C(\CCC(=O)O)c2nc3ccccc3s2)cc1[N+](=O)[O-] | -1.1 | 7 | 0 | -1 | -5 | 0 | 10 | 0.9 | 18 | -8
O=C(NCc1ccccc1)N1CCCC1 | -2.0 | 3 | -1 | -9 | -5 | 1 | 3 | 1.7 | 1 | 2
O=C(N/N=C\c1cc(Cl)ccc1O)c1ccc(S(=O)(=O)N2CCCCC2)cc1 | -1.0 | -66 | -10 | -8 | · | -8 | 2 | -0.3 | -7 | 8
COc1ccc(CS(=O)c2nc(C)cc(C)c2S(C)(=O)=O)cc1 (stereo not given) | 0.0 | -3 | -3 | 3 | 8 | -2 | -5 | -1.8 | -1 | -6
COc1ccc(C2c3c(ncn(CCCO)c3=N)Oc3ccc4ccccc4c32)cc1 (stereo not given) | -3.0 | · | -2 | -1 | · | -1 | 4 | -2.9 | -5 | -5
Cc1cccc(C)c1NC(=O)Cn1c(=O)c(N2CCCCC2)c(N)n(C)c1=O | 0.0 | -6 | -3 | 4 | · | -1 | 3 | -1.6 | -9 | 1
Cc1ccc(Nc2nc(OC(C(F)(F)F)C(F)(F)F)nc(N3CCOCC3)n2)cc1 | 0.5 | 41 | · | -1 | 0 | 1 | 2 | -0.1 | 0 | 3
Cc1ccc(S(=O)(=O)N2CCN(c3cccc(C)c3)CC2)cc1 | 0.1 | -12 | -1 | 3 | · | -4 | 1 | 0.5 | 1 | -8
Cc1cccc(C2N=C(N)Nc3nc4ccccc4n32)c1 (stereo not given) | -1.0 | -1 | -1 | -2 | -7 | -1 | -6 | 0.5 | 1 | -6
Cc1cc2ccccc2n1CCNCc1c(C(=O)N2CCOCC2)nc2ccccn12 | -0.2 | -9 | 0 | -2 | 82* | 2 | -10 | -1.3 | 6 | -7
COc1ccc(OC)c(C2C(C(=O)c3cccs3)=C(O)C(=O)N2CCN(C)C)c1 (stereo not given) | -1.4 | -9 | 3 | -2 | 1 | 11 | 12 | 1.5 | 1 | -2
CCc1ccc(NC(=O)CCNS(=O)(=O)c2cccc3nsnc23)cc1 | -1.9 | -1 | · | 2 | -4 | 1 | -6 | -0.9 | -9 | 5
CSc1ncc(C(=O)Nc2ccccc2F)c(-c2ccccc2)n1 | -2.3 | · | -2 | 3 | -5 | -3 | 6 | 3.1 | -7 | 4
O=C(O)c1cccc(NC(=O)c2ccccc2NC(=O)c2ccccc2F)c1 | -0.3 | · | 0 | 1 | · | -3 | 3 | 0.6 | -5 | -1
C[n+]1ccccc1/C=C/c1ccc2ncccc2c1 | -1.2 | · | -1 | -5 | 4 | 3 | 1 | -0.4 | 0 | 1
CCCCNC(=O)c1ccccc1C(=O)NCCCC | 0.5 | · | -1 | 0 | 1 | 2 | -2 | -0.6 | -12 | -3
COc1ccc(S(=O)(=O)NCc2ccccn2)cc1Br | -0.2 | · | 0 | -3 | 3 | -3 | 2 | -1.2 | 14 | -2
O=C(NCCS(=O)(=O)NC1CCCC1)c1ccc(F)cc1 | 0.6 | 2 | 6 | -1 | -5 | 0 | -1 | -0.5 | 11 | 0
Cc1cc(=O)nc2c3ccccc3n(CC(=O)NCCCN3CCCC3=O)n12 | -0.2 | -10 | 1 | -1 | 0 | 0 | -9 | 1.9 | 7 | 3
CC(=O)NS(=O)(=O)c1ccc(NC(=O)c2cc(-c3ccc(C)cc3)nc3ccccc23)cc1 | -1.6 | 0 | 0 | -4 | -2 | 1 | -1 | -0.9 | 1 | -11
COc1ccc(/C=N/NC(=O)CCSc2nc3ccccc3s2)cc1OC | -1.0 | 0 | · | -1 | 1 | -3 | -7 | 0.2 | 0 | 0
Cc1cc(C)nc(CC(N)=O)n1 | · | 13 | · | 7 | 0 | -1 | -4 | -2.3 | 0 | 5
Cc1ccc(S(=O)(=O)N2CCOCC2)cc1NC(=O)CN1CCC(Cc2ccccc2)CC1 | -2.4 | 0 | -28 | -3 | -1 | 0 | 0 | -2.2 | 4 | -13
O=C(Nc1nc2ccccc2[nH]1)c1ccccc1[N+](=O)[O-] | -2.4 | 46 | 22 | -4 | -3 | 2 | 3 | 0.2 | 1 | -2
CCCCNC(NCCCC)=C(S(=O)(=O)CC)S(=O)(=O)CC | -1.1 | · | 2 | -1 | 1 | -4 | · | 0.6 | -7 | -1

Of the compounds above, 6 have an NH in an aromatic ring.
SMILES | CAL PDZ FP-1 | MITF act | Wnt act | RTF Ca sens act | CAL PDZ FP-2 | V-ATPase pH | Rtt109 HAT inh | CDK5 inh | Tat transport | dFosB act
CCCCS(=O)(=O)Nc1ccc2cn[nH]c2c1 | -1.6 | -25 | -1 | 0 | -3 | 0 | 4 | 0.3 | 2 | -9
Cc1nc(SCC(=O)Nc2ccc(OCc3ccccc3)cc2)n[nH]1 | -0.9 | 17 | 6 | 1 | · | -1 | -4 | -1.0 | 1 | -7
CCN(C(=O)CSc1ncn[nH]1)c1cccc2ccccc12 | -2.0 | 6 | · | 5 | -2 | -1 | 1 | -1.2 | 4 | 4
CC1(c2ccccc2)NC(=O)N(NC(=O)CSc2n[nH]c(N)n2)C1=O (stereo not given) | -0.4 | 0 | 3 | 6 | 1 | -3 | 1 | -0.3 | -1 | 4
O=C1CCCC2=C1C(c1ccncc1)c1c(nc(SCc3ccccc3)[nH]c1=O)N2 (stereo not given) | -6.3 | -8 | · | 4 | 0 | 1 | -7 | 1.1 | 7 | -1
O=C(Nc1nc2ccccc2[nH]1)c1ccccc1[N+](=O)[O-] | -2.4 | 46 | 22 | -4 | -3 | 2 | 3 | 0.2 | 1 | -2

Compound profiles (already shown). Screens in order: CAL PDZ FP-1 | MITF act | Wnt act | RTF Ca sens act | CAL PDZ FP-2 | V-ATPase pH | Rtt109 HAT inh | CDK5 inh | Tat transport | dFosB act
O=C(NCCS(=O)(=O)NC1CCCC1)c1ccc(F)cc1 across the screens: 0.6 | 2 | 6 | -1 | -5 | 0 | -1 | -0.5 | 11 | 0
Cc1ccc(S(=O)(=O)N2CCOCC2)cc1NC(=O)CN1CCC(Cc2ccccc2)CC1 across the screens: -2.4 | 0 | -28 | -3 | -1 | 0 | 0 | -2.2 | 4 | -13

High-throughput results from PubChem BioAssay.
